GC-A act = GC-A stimulated cGMP production enhancers – HEK293 GC-A cells, cGMP TR-FRET, EC30 ANP, primary screen; Atrial natriuretic peptide receptor 1 (Homo sapiens), P16066; 0% at EC30 ANP, 100% saturating ANP; activation, % at 10 µM; hit rate 0.14% among 370,000; in the data active = activation above about 40%
DAX1 inh-1 = DAX1 (NR0B1) inhibitors, primary screen, cell-based, HEK293, Gal4-DAX1, luciferase luminescence; hit rate 0.99% among 340,000; Nuclear receptor subfamily 0 group B member 1 (Homo sapiens), P51843; inhibition, % at 6.75 µM; HEK293 Gal4-DAX1 luciferase reporter; AID 504766, 2011;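 active = inhibition above the mean over all tested compounds plus 3 SD, cut at about 4.2% in these data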;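 also: 0% = DAX1-transfected cells with DMSO and 100% = empty-vector control cells with DMSO; inhibition shows as a rise in luminescence from relieved DAX1 repression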
Target sequence (P51843 207-470 limits assumed): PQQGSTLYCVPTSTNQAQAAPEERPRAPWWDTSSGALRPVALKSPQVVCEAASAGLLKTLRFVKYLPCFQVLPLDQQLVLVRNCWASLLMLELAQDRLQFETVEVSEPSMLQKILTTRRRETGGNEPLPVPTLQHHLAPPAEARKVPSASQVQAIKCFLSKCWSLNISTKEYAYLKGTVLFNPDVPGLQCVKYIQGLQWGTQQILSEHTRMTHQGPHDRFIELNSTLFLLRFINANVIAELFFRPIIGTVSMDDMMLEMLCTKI
hgDAF12 agonist = H. glycines DAF-12 receptor agonists, primary screen, cell-based, luminescence, HEK293, GAL4 fusion, UAS-luciferase; HEK293 GAL4-hgDAF12 UAS-luciferase reporter, agonist luminescence; normalized to butyrate control; activation, % at 6.8 µM; hit rate 1.8% among 370,000;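 active = activation above a cutoff set at the mean of all screened compounds plus 3 SD, cut at about 10% in these data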;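 also: 0% = DMSO wells and 100% = sodium butyrate wells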
DAX1 inh-2 = DAX1 (NR0B1) inhibitors on StAR promoter, primary screen, cell-based, luminescence, SF-1 (NR5A1), full-length DAX-1 | HEK293T StAR-luciferase reporter, SF-1/DAX-1 repression relief | inhibition, % at 6.8 µM | hit rate 1.1% among 370,000 | AID 652010, 2013;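 active = inhibition above the mean over all tested compounds plus 3 SD, cut at about 3.6% in these data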;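 also: 0% = DAX-1 cells with DMSO and 100% = cells lacking DAX-1 with DMSO; higher inhibition means more luminescence from relief of DAX-1 repression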
ADAM17 inh = ADAM17 inhibitors, primary screen, biochemical, QFRET. Disintegrin and metalloproteinase domain-containing protein 17 (Homo sapiens), P78536. recombinant ADAM17, EDANS/DABCYL FRET peptide cleavage. inhibition, % at 6.95 µM. hit rate 0.83% among 370,000. AID 720648, 2013;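 active = inhibition above the mean of compounds lying between control limits plus 3 SD, set per campaign, cut at about 8.5% in these data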;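 also: 0% = DMSO-only wells as the low control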
hcDAF-12 act = H. contortus DAF-12 nuclear receptor activators, primary screen, cell-based, luminescence, HEK293, lit1-tk-luc reporter. HEK293 hcDAF-12 lit1-tk-luc reporter; 0% DMSO, 100% Δ7-dafachronic acid. AID 652067, 2013. hit rate 1.4% among 370,000. activation, % at 6.8 µM;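 active = activation above the mean of all tested compounds plus 3 SD, cut at about 5.5% in these data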;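 also: 100% = response to 3 µM Δ7-dafachronic acid high control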
ssDAF-12 act = S. stercoralis DAF-12 nuclear receptor activators, primary screen, cell-based, luminescence, HEK293, GRIP1 co-expression, lit1-tk-luc | Nuclear hormone receptor DAF-12 (Strongyloides stercoralis) | HEK293 ssDAF-12/GRIP1 lit1-tk-luc reporter; % of 3 µM dafachronic acid response | activation, % at 6.8 µM | hit rate 1% among 370,000 | AID 652126, 2013;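 active = activation above the mean over all tested compounds plus 3 SD, cut at about 0.9% in these data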;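 also: 0% = DMSO-only wells and 100% = 3 µM delta7-dafachronic acid wells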
FXN GAA850 act = FXN promoter activators, primary screen, cell-based, luciferase luminescence, HEK293 lucGAA850. HEK293 lucGAA850 FXN promoter luciferase reporter, 24 h; percent of 10 µM SAHA response. activation, % at 6 µM. hit rate 0.56% among 360,000;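 active = activation above the average of all compounds screened plus 3 SD, cutoff fixed separately per campaign, cut at about 7.5% in these data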;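 also: 0% = DMSO wells and 100% = 10 µM SAHA wells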
ADAM10 inh = human ADAM10 inhibitors, primary screen, biochemical, QFRET, HTS. Disintegrin and metalloproteinase domain-containing protein 10 (Homo sapiens), O14672. recombinant ADAM10, EDANS/DABCYL FRET peptide cleavage, 3 h. inhibition, % at 7 µM. hit rate 0.62% among 370,000. AID 720582, 2013;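 active = inhibition above a per-campaign cutoff equal to the mean of compounds falling between control-based bounds plus 3 SD, cut at about 20% in these data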;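 also: 0% = DMSO wells while the 100% control is not disclosed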
Target sequence (O14672 214-748 limits assumed): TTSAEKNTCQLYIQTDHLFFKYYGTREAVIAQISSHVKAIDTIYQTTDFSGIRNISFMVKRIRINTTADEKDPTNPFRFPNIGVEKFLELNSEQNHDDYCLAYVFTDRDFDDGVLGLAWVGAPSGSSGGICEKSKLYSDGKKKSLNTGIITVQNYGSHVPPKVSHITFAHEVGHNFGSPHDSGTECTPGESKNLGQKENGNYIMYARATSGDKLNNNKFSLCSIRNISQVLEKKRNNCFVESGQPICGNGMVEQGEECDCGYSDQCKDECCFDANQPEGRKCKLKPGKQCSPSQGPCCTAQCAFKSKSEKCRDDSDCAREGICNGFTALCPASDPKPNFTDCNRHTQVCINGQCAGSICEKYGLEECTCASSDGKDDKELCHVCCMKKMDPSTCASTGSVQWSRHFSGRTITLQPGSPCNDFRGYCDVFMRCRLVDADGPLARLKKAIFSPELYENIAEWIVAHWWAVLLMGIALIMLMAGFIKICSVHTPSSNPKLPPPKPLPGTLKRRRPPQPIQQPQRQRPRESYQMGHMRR
PG9 Ab binder = binders of HIV-1 gp120 antibody PG9, primary screen, biochemical, TR-FRET; HIV-1 gp120 / PG9 antibody interaction; hit rate 0.43% among 360,000; inhibition, % at 6.7 µM; AID 624416, 2012; TR-FRET gp120-PG9 antibody binding; in the data active = inhibition above about 8.5%
SMARCA2 activ = SMARCA2 (BRM) function activators, primary screen, cell-based, luminescence, high throughput; hit rate 1% among 370,000; MG213 cells, MMTV-luciferase reporter, dexamethasone, overnight; activation, % at 9.1 µM; AID 652017, 2013; in the data active = activation above about 7.8%;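 also: 0% = vehicle wells and 100% = reference activator wells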
* = called active by the depositor; . = not tested or not shown. Rows are unselected (roughly 6.8% active in at least one column).

SMILES	GC-A act	DAX1 inh-1	hgDAF12 agonist	DAX1 inh-2	ADAM17 inh	hcDAF-12 act	ssDAF-12 act	FXN GAA850 act	ADAM10 inh	PG9 Ab binder	SMARCA2 activ
CC(C)(C)OC(=O)C[C@@H]1C/C=C\C[C@H](CC(=O)NCCO)C(=O)NC[C@H](c2ccccc2)OC1=O	1	-0.5	-1.2	0.1	-4	-2.3	-1.1	0.7	-7	1.0	1
O=C(c1ccccc1NS(=O)(=O)c1ccc(Br)s1)N1CCCC1	0	-0.2	1.8	-0.1	2	3.8	-1.5	1.5	18	-2.4	-2
CCN(CC)C(=O)CSc1nc2c(sc(=S)n2-c2ccccc2)c(=O)n1Cc1ccco1	8	-0.6	-5.3	-2.3	4	-2.1	-2.1	2.0	1	0.8	-2
NC(=O)c1ccc(OCc2ccccc2)nc1	3	3.0	15*	5.0*	0	3.7	0.1	3.5	-14	0.3	4
CCCCCCC(=O)N/N=C1\CCCc2ccccc21	5	-0.8	0.5	0.9	0	0.3	0.4	1.7	3	-2.0	-2
CN=C1SC(CC(=O)Nc2cc(Cl)ccc2Cl)C(=O)N1C (centres undefined)	3	0.3	-1.7	-1.0	-4	-0.2	-1.2	-1.1	1	-0.8	0
COc1cc(N2C(=O)c3ccccc3C2=O)c(Cl)cc1C(=O)OCC(=O)N(C)C	2	2.3	-1.6	0.6	-6	-0.6	-2.0	1.4	-19	1.3	-3
O=Cc1cn(-c2ccccc2)nc1-c1ccc2c(c1)OCCO2	-5	2.0	9.0	2.0	1	0.3	-0.4	1.7	2	-0.6	4
Cc1cc(O)c2/c(=N\N)c(-c3csc(C)n3)coc2c1	3	1.0	2.2	0.5	-2	-1.0	-1.2	2.3	6	0.7	-2
Cc1ccc(C)c(NC(=O)COC(=O)CCC(=O)c2cccs2)c1	2	1.0	1.3	0.1	-1	1.2	-1.2	-1.4	5	-1.1	2
COc1cccc(-c2ccc(SCC(=O)c3ccccc3)nn2)c1	-3	-0.1	2.9	0.3	0	-2.8	-2.1	2.0	3	-1.0	-1
CCOC(=O)Cc1csc(NC(=O)CCCC(=O)O)n1	-4	.	0.3	0.5	-4	-0.2	-0.4	2.0	-6	3.8	-4
COc1cc2c(=O)n(Cc3ccco3)c(=O)n(CC(=O)c3ccc(Br)cc3)c2cc1OC	-2	-0.4	-2.1	0.1	-4	-0.5	-0.5	0.1	-7	2.7	-2
COc1ccc(S(=O)(=O)N2CCCCC2)cc1NC(=O)C1CSC2(C)CCC(=O)N12 (centres undefined)	2	-0.9	-0.5	-1.2	0	0.7	-1.4	2.3	-5	-0.8	4
COC(=O)C1CC(=O)N(c2ccc(OCc3ccccc3Cl)cc2)C1 (centres undefined)	21	-0.7	-1.2	-0.1	3	-2.5	-1.1	-1.8	-45	-0.9	-3
COC(=O)c1c(NC(=O)C2CC2)sc2c1CCCC2	-5	-1.3	0.6	0.7	-2	-0.3	-2.0	1.1	-6	-0.2	-1
CCOC(=O)N1CCN(C(=O)c2ccc(Cn3c(=S)[nH]c4cc(C(=O)OC)ccc4c3=O)cc2)CC1	1	0.5	0.1	-1.8	0	0.2	-1.4	-0.4	-20	0.7	-2
N#C/C(C(=O)NCc1ccccc1)=C1/N=C(NC(=O)c2cccs2)c2ccccc21	1	0.0	-2.4	0.4	1	-1.1	-1.0	1.1	5	-1.1	1
N#Cc1cc(Br)ccc1N=C1CCCN1c1ccccc1	2	-0.6	-0.3	-0.2	1	2.0	-0.9	-1.0	-1	-0.3	0
COc1cccc(CNC(=O)CN2C(=O)CCSc3ccc(S(=O)(=O)N4CCCC4)cc32)c1	3	-0.6	-2.3	-0.7	5	-2.7	-1.1	2.9	2	-3.0	-2
CCCNc1c(N)c(=O)oc2ccccc12	-6	0.9	0.1	0.5	-8	2.1	-1.4	1.5	-11	-5.1	2
O=C(N/N=C/C=C/c1ccco1)c1cccs1	-6	0.1	6.3	0.8	-5	0.1	-0.2	12*	-17	-2.2	7
C[C@H]1C2CC(OC(=O)Nc3cccc(Cl)c3)C(C2)[C@H]2CCCCN21 (some centres undefined)	-1	.	3.1	0.1	-7	-1.6	-0.3	.	-5	.	-3
Cn1c(SCC(=O)NNC(=O)Cc2ccccc2)nnc1-c1ccccc1	1	-1.6	-1.5	0.0	-1	-1.3	-0.6	2.8	0	-0.3	-1
Cc1[nH]c(=O)[nH]c(=O)c1S(=O)(=O)N1CCC(C(=O)N2CCN(c3cccc(C(F)(F)F)c3)CC2)CC1	2	0.1	1.3	0.7	2	-0.3	-1.1	-2.6	-1	-0.1	-2
Cc1ccc(CC2CC(=O)N(c3nc4ccccc4s3)C2=O)cc1 (centres undefined)	-3	-1.2	0.7	0.2	-2	-1.3	-0.9	-0.1	9	-0.5	2
CSc1ccccc1NS(=O)(=O)c1ccc2c(c1)OCCO2	-3	0.4	-1.8	-0.1	2	-0.1	-0.2	0.6	19	0.5	-3
Cc1cc(C)cc(NC(=O)CC2Oc3ccc(C)cc3NC2=O)c1 (centres undefined)	-13	0.2	-0.1	0.3	-5	-1.5	-1.4	0.0	-4	-1.5	-1
Cc1ccc(/C=N/NC(=O)c2nnn(-c3nonc3N)c2C)o1	5	1.2	0.5	1.1	-1	-1.9	-0.7	-1.8	-7	-1.3	1
COC(=O)C/C(N)=C(\C#N)C(=O)OC	0	0.7	1.6	-0.4	-2	-0.5	-1.0	0.9	-1	-0.8	-1
CC(C)(CO)NCc1c(OCc2ccc(Cl)cc2)ccc2ccccc12	-42	1.4	1.1	0.4	1	-0.5	-1.3	-1.5	3	-0.3	0
COc1ccc(-c2noc(CN(C(=O)c3ccc4c(c3)OCO4)C(C)C)n2)cc1	3	-0.9	0.2	-0.1	3	-1.7	-1.6	2.6	-1	-1.5	-2
O=C(CNC(=O)C1COc2ccccc2O1)N/N=C\c1ccccc1Cl (centres undefined)	-7	-0.4	-1.6	1.6	-1	5.5	-1.2	-1.3	8	-1.5	2
Cc1cccc(NC(=O)CS(=O)(=O)Cc2ccccc2)n1	2	0.7	-2.4	0.2	2	-1.6	-0.5	0.8	2	-0.6	-5
O=C(NCCCO)c1ccc2[nH]c3ccccc3c2c1	-1	0.6	-0.1	-0.1	-59	-0.6	-0.8	1.0	-164	1.1	0
CS(=O)(=O)c1ccc(Nc2nc(C(N)CCc3ccccc3)cs2)cc1 (centres undefined)	-8	.	0.8	-0.2	-7	-0.7	-1.3	-0.4	-23	0.0	-2
O=C(COc1ccccc1Cl)NNC(=O)c1cc(S(=O)(=O)N2CCOCC2)ccc1N1CCCC1	0	0.6	1.1	0.2	1	-0.2	-1.0	1.2	0	-0.1	-3
COc1cc(C(=O)NCCOc2ccccc2C)cc(OC)c1OC	4	0.8	-1.9	-0.5	-7	-1.7	-1.1	1.3	5	-0.8	-2
O=S(=O)(c1cccc(NC(=S)N2CCN(c3ccccc3)CC2)c1)C(F)F	-3	-0.9	-2.5	-1.0	4	-1.1	-1.4	-1.5	11	-1.7	-6
C/C(=N\Nc1nncc2ccccc12)c1ccc(Cl)c([N+](=O)[O-])c1	-2	1.6	4.2	0.0	1	-1.0	0.3	2.6	5	-1.3	-1
Cc1ccc(-n2sc3cc(F)ccc3c2=O)c(C)c1	12	-0.2	0.5	1.0	1	0.9	-1.2	-2.6	-8	2.5	-3
COc1ccc(S(=O)(=O)NNC(=O)c2ccc([N+](=O)[O-])cc2)cc1	2	0.9	0.9	-0.3	-3	-0.1	-1.2	-0.9	-4	-2.2	0
Cc1cc(NC(=O)COC(=O)c2cc3c(s2)CCC(C)C3)no1 (centres undefined)	-3	-0.7	-3.1	-0.1	-1	-1.9	-1.4	-1.0	-7	3.3	-3
Nc1cc(N)nc(SCC(=O)NCCC2=CCCCC2)n1	1	0.1	5.9	0.9	1	0.3	-0.4	1.6	0	-2.8	3
CCN1C(=O)/C(=C/c2ccc(OC)c(OC)c2)N=C1SCC(=O)NCc1ccco1	-11	1.5	-1.0	-0.4	-5	0.1	-1.8	-2.4	-15	-4.4	-2
Fc1ccc(-n2nnc(-c3cccnc3)n2)cc1	-1	2.0	11*	1.3	5	1.3	-0.7	5.3	8	0.4	7
COc1ccc(CNc2ncccc2[N+](=O)[O-])cc1	2	0.5	4.8	1.0	1	-1.2	-0.3	1.3	5	-0.3	3
O=C(c1ccc(C(F)(F)F)cc1)C1CCCN(C(=O)CCN2CCCO2)C1 (centres undefined)	1	0.2	0.6	0.1	-3	-1.0	-1.3	2.5	-10	-0.7	0
COCc1ccc(C(=O)N2CCCC(N(C)CCc3ccc(OC)c(OC)c3)C2)s1 (centres undefined)	-1	0.1	-1.8	-1.5	0	0.2	-0.8	0.9	3	-1.5	-1
Cc1cc(C(=O)COC(=O)CN=C2NS(=O)(=O)c3ccccc32)c(C)n1CCc1ccc(Cl)cc1	2	-0.7	-1.9	-0.7	7	-2.6	-0.9	1.9	-5	2.5	-3
Cc1ccc2c(c1)N(CC(=O)N1CCCCC1c1cccnc1)C(=O)CO2 (centres undefined)	1	0.9	2.3	1.0	-3	-1.0	-1.2	-4.1	10	-1.5	1
COc1ccc(OC)c(-c2nnc3n2N=C(c2ccc(OC(F)F)c(OCC4CC4)c2)CS3)c1	6	-1.2	-3.9	-1.2	5	-3.4	-1.6	-1.4	8	-1.0	0
CC(=O)Nc1nc(C(F)(F)F)cs1	2	-1.0	3.2	0.3	-1	2.5	-1.7	3.2	-3	-1.1	0
O=C(Nc1ccc2c(c1)OCCO2)C(c1ccnc2ccccc12)N1CCN(C/C=C/c2ccccc2)CC1 (centres undefined)	1	.	-1.3	-1.5	1	-1.4	-0.4	.	1	-0.7	-6
